Pf apPOL block: Pf-apPOL DNA polymerase inhibition | Recombinant Pf-apPOL, molecular beacon fluorescence, 1.5 h | 210,000 compounds, 0.25% hits | inhibition, % at 10 µM
mHTT-CaM PPI inh: mHTT-calmodulin interaction abrogation. AlphaScreen His-mHTT/GST-CaM binding, luminescence. inhibition, % at 15 µM. 190,000 compounds, 3.6% hits;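 further: 0% = both proteins with DMSO and 100% = one protein alone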
Target sequence (P42858 whole entry, looked up, stated change not applied): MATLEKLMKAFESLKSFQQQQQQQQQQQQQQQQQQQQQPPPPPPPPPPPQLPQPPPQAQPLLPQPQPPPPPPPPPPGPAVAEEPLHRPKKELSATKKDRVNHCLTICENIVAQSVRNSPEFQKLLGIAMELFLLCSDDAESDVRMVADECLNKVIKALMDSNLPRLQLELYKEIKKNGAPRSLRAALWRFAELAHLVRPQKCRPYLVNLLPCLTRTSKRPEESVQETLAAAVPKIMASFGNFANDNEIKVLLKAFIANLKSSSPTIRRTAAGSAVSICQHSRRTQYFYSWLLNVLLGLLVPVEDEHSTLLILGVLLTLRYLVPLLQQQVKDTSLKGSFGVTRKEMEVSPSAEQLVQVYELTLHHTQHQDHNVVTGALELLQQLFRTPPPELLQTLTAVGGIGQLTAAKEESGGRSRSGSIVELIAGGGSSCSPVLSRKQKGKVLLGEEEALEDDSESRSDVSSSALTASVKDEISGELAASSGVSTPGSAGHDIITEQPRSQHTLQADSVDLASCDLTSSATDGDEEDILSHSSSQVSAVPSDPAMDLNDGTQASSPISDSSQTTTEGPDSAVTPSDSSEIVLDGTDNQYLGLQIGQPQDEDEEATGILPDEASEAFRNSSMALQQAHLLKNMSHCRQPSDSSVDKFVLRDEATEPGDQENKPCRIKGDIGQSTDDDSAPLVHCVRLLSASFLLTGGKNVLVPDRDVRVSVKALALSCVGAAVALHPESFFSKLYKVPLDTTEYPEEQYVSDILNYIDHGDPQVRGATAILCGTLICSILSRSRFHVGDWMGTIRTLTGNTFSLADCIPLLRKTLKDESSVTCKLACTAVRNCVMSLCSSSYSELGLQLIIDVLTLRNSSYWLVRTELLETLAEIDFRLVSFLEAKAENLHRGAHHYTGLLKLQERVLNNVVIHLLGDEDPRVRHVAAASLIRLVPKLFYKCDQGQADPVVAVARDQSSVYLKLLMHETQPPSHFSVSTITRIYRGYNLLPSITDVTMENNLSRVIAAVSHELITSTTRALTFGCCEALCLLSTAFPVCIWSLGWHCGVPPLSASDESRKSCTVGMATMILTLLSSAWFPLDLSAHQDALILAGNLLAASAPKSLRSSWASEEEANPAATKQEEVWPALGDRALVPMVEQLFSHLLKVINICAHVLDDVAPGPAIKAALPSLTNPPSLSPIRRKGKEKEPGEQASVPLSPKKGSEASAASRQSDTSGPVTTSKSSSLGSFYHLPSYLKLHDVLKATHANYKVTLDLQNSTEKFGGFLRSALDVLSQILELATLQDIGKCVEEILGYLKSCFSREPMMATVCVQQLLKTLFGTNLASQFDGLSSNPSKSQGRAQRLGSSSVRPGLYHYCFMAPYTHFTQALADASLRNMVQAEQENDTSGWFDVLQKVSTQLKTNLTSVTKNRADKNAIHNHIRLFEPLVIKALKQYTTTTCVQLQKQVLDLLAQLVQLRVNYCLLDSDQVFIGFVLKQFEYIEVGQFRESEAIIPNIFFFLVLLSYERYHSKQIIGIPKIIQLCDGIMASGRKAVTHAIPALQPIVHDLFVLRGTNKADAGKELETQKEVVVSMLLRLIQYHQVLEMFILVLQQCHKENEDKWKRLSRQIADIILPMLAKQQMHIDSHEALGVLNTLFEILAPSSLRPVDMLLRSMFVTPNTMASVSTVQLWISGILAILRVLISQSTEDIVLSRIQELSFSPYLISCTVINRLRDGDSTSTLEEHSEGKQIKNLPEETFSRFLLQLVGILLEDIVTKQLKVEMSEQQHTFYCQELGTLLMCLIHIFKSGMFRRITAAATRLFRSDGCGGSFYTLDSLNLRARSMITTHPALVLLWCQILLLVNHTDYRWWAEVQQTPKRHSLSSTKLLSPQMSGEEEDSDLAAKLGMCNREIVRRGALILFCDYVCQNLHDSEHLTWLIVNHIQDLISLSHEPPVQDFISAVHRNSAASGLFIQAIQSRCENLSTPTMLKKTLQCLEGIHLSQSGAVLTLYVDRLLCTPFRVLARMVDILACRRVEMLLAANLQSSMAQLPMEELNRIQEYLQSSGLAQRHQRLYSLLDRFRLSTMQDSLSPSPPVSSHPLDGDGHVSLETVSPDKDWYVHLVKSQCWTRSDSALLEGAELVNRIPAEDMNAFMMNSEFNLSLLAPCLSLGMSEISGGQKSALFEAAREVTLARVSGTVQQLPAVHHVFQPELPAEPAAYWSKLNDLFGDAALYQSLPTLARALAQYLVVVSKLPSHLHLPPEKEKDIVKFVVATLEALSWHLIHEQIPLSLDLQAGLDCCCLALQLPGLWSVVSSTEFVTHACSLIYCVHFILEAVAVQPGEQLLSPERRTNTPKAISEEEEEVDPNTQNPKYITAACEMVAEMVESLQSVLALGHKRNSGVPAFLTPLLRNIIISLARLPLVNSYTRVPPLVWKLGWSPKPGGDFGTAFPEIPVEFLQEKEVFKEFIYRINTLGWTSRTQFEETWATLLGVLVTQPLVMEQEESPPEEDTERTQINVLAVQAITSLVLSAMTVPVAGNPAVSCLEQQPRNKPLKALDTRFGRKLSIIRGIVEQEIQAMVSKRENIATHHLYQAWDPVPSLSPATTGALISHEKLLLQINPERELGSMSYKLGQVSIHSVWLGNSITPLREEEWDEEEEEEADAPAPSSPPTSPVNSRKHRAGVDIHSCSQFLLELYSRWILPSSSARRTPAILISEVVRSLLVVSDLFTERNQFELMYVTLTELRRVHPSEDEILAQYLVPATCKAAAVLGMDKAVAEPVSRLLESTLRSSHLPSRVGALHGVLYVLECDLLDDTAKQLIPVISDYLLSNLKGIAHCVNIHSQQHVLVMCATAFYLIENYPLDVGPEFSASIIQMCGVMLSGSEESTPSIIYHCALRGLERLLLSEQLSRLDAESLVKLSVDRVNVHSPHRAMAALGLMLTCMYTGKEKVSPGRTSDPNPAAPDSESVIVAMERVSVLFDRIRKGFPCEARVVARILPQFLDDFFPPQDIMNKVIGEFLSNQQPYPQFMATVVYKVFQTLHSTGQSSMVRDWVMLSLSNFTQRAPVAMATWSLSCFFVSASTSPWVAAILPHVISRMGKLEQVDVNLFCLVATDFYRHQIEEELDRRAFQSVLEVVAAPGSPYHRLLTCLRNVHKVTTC
Numbers without * were called inactive; i = inactive; nt = not tested or not shown; & = joins results of further samples. No stated cut-off is given here; in the data, active means inhibition above about 50%; inactive means the rest.

SMILES	Pf apPOL block	mHTT-CaM PPI inh
COc1cc([N+](=O)[O-])ccc1NC(=O)c1ccc(=O)n(Cc2ccccc2F)c1	-5	-16
Cc1ccc(C(=O)Nc2cnc(-c3ccc(C)cc3)nc2)cc1	0	2
O=C(NCc1cccc(Cl)c1)c1ccc(Cn2nnc3ccccc3c2=O)cc1	-10	14
CCN(CC)C(=O)N1CCN(S(=O)(=O)c2ccc(C)cc2)CC1	-2	-3
CC(C)(C)c1ccccc1OCC(=O)Nc1ncn[nH]1	2	21
COC(=O)c1c(NC(C)=O)sc2c1C(C(=O)OC)CC2 (stereo not drawn)	nt	-3
COc1ccc(C(=O)O/N=C(\N)c2ccccn2)cc1	0	i
COCc1noc(C2CCCCN2CC(=O)N2CCCCC2)n1 (stereo not drawn)	-5	-6
O=S(=O)(O)c1ccc(N2N=C(c3ccccc3)CC2c2ccccc2)cc1 (stereo not drawn)	0	-26
COc1cc(C(=O)N2CCC(Cc3ccccc3)CC2)c([N+](=O)[O-])cc1OC	-3	54*
Cc1c(C(=O)Nc2cccc(O)c2)cccc1[N+](=O)[O-]	5	-4
CCOC(=O)CN1CCN(C(=O)C2CCCN(c3cnn(C)c(=O)c3)C2)CC1 (stereo not drawn)	-2	-1
CCc1nc2c(c(=O)n1CC(=O)NCc1cccs1)CN(Cc1ccccc1)CC2	-4	3
COc1ccc(Oc2nc3ccccc3n3c(C)nnc23)cc1	3	0
CC(C)C(NC(=O)C1CCCCC1)C(=O)NCc1ccccn1 (stereo not drawn)	0	1
COc1ccccc1C(=O)Nc1nc2c(s1)CN(S(=O)(=O)c1ccccc1)CC2	-6	2
C=C(C)Cn1c(SCc2cc(=O)[nH][nH]2)nc2sc3c(c2c1=O)CCCC3	-6	-10
COC(=O)C1=C(C)NC2=C(C(=O)CC(C)(C)C2)C1c1ccncc1 (stereo not drawn)	-3	-1
CC1(C)CC(NCc2ccccc2)CC(C)(C)N1	-1	-3
C=Cc1ccc(Cn2ccn(-c3ccc(Br)cc3)c(=O)c2=O)cc1	-16	-18
Cc1ccc(-c2cncc(C(=O)NCc3ccc(C)o3)c2)cc1	-13	2
COc1ccccc1C=C1Oc2cc(OCC=C(C)C)ccc2C1=O	0	-5
Cc1ccc(N2C(=O)c3cccnc3C2=O)c(C)c1	4	17
Cc1scc(C(=O)Nc2nnc(-c3cccs3)s2)c1C	2	2
Cc1cccc(Oc2ncnc3sccc23)c1	3	-24

Following part
SMILES	Pf apPOL block	mHTT-CaM PPI inh
CCN1CCCC1CNC(=O)c1cc(NC(C)=O)c(N(C)C)cc1OC (stereo not drawn)	-4	24
NC1=NN(c2c(Cl)cc(Cl)cc2Cl)C(=O)C1	-9	-1
Cc1ccc(S(=O)(=O)N2CC3CN(C(=O)CNC(=O)c4ccccc4)CC(C2)O3)cc1	-7	4
CCOC(=O)C(=O)c1nccn1C	nt	-2
COc1cccc(NC(=O)N2CCC(c3nc4ccncc4n3C(C)C)C2)c1 (stereo not drawn)	-8	-2
CC(C)(c1ccccc1)c1ccc(OCC(=O)NCCc2nc3ccccc3[nH]2)cc1	-1	39
CN(C)CCCNS(=O)(=O)c1cc(Cl)ccc1Cl	nt	-3
CCC(=O)Oc1ccc2c(c1)OC(=Cc1cccc(OC)c1)C2=O	1	1
C#CCN1C(=O)C(O)(CC(=O)c2cc(C)ccc2C)c2ccccc21 (stereo not drawn)	-1	1
Cc1nc2cc(Cl)ccc2s1	-10	0
CNC(=O)C1=C(C)NC(=O)NC1c1ccc(Cl)cc1 (stereo not drawn)	-2	-2
COc1ccc(CNC(=O)c2nc(-c3ccc(C)cc3)n3c2CCCCC3)cc1	-2	54*
Cc1ccc(NC(=O)c2oc3ccc(S(=O)(=O)N4CCCCC4)cc3c2C)cc1C	-8	13
Cc1cc(C)c2c3c(sc2n1)C(c1ccc(F)c(F)c1)C(C#N)=C(N)O3 (stereo not drawn)	-8	13
COc1ccccc1-c1coc2c(CN3CCCCC3C)c(O)ccc2c1=O (stereo not drawn)	4	2
O=C(CSc1ncn[nH]1)Nc1ccc([N+](=O)[O-])cc1	-2&0	1&-4
Cc1nc(Nc2ccc(NC(=O)Cc3cccs3)cc2)cc(-n2cccn2)n1	-2	-2
Cc1ccc(N2C(=O)CSC2c2c(F)cccc2Cl)cc1 (stereo not drawn)	1	-4
Fc1ccc(C2NCCc3c2[nH]c2ccccc32)cc1 (stereo not drawn)	0	nt
CS(=O)(=O)c1ccccc1-c1nnc(NC(=O)COc2ccc(Cl)cc2)o1	7	4
O=C(c1cnccn1)N1CCC(Nc2cccnc2)C1 (stereo not drawn)	-2	-3
O=C(CSc1ccc(F)cc1)NCC1(c2ccc(F)cc2)CC1	-10	-33
COc1cc(C(=O)N2CCC(c3noc(-c4ccccc4)n3)CC2)cc(OC)c1OC	-2	-4
O=C(CC(c1ccccc1)c1ccccc1)NCCn1nc(-c2ccc(F)cc2)ccc1=O	-13	95*
CCOCCCNC(=O)c1ccc2c(c1)nc(C)n2-c1cc(C)cc(C)c1	-20	18

The results go on:
SMILES	Pf apPOL block	mHTT-CaM PPI inh
O=C(CN1CCC2(CC1)N=C(c1cccc(Cl)c1)C(=O)N2)Nc1cccc(Cl)c1	-2	46
CC(=O)Nc1ccc(Cl)c(NC(=O)c2c[nH]c3ccc(F)cc3c2=O)c1	-1	4
CN(Cc1ccccc1)Cc1cc(=O)n2[nH]c(-c3cccc(Cl)c3)cc2n1	-1	10
COc1cc2c(cc1OC)C(COc1ccc([N+](=O)[O-])cc1)N(C(=O)c1ccccc1OC)CC2 (stereo not drawn)	-6	11
Cc1ccc(N2CCC(NC(=O)NC(C)(C)C)C2=O)cc1 (stereo not drawn)	0	-9
CCn1cc(C(=O)Nc2ccc(S(N)(=O)=O)cc2)c(=O)c2ccc(C)nc21	-1	7
COc1cccc(C=C2Oc3cc(OCC(N)=O)ccc3C2=O)c1	0	16
CN(C)c1ccc(C(CNC(=O)NCc2ccccc2)N(C)C)cc1 (stereo not drawn)	-2	13
COc1cc(OC)c2c(-c3ccccc3)cc(=O)oc2c1C(CC(=O)N1CCOCC1)c1ccc(N(C)C)cc1 (stereo not drawn)	-4	66*
CC12OC(=N)C(C#N)(C(c3ccco3)O1)C(C#N)(C#N)C2c1ccccc1 (stereo not drawn)	2	38
COc1ccc(OC)c(C2CC(=O)Nc3n[nH]c(C)c32)c1 (stereo not drawn)	-8	3
COCCn1c(CC2CCN(C(=O)Nc3cccc(Cl)c3C)C2)nc2cccnc21 (stereo not drawn)	-4	1
Cc1sc(NC(=O)C2CC=CCC2C(=O)O)c(C(N)=O)c1-c1ccccc1 (stereo not drawn)	-4	-1
C#CC(C)(CC)NC(=O)c1cc2cccc(OC)c2oc1=O (stereo not drawn)	-5	0
O=c1cc(-c2ccccc2)c2cc(Br)ccc2[nH]1	2	-3
CNC(=O)c1sc(-c2ccccc2C)nc1C	-8	-2
COc1ccc(-n2nc3c(c2NC(=O)c2ccccc2Br)CS(=O)C3)cc1 (stereo not drawn)	-2	0
CC(C)(C)c1cc(C(C)(C)C)n(-c2ccc(N3CC(C(=O)O)CC3=O)cc2)n1 (stereo not drawn)	3	nt
N#CC(=CNc1ccc2c(c1)OCCO2)C(=O)c1cccc(C(F)(F)F)c1	-6&-3	nt
CCOC(=O)c1sc(N(NC(=O)c2ccc(Cl)cc2)C(=O)c2ccc(Cl)cc2)c2c1CC(C)(C)CC2=O	2	nt
O=C(NCCCN1CCOCC1)c1ccc(CS(=O)(=O)Cc2ccccc2Cl)o1	-17	2
O=S(=O)(Nc1ccc(Cc2ccncc2)cc1)c1ccc(Br)s1	0	11
O=C(CNS(=O)(=O)Cc1ccccc1)N1CCOC(c2ccccc2)C1 (stereo not drawn)	-2	-10
O=C1CC(c2c[nH]c3ccccc23)C(=O)N1c1ccc(O)cc1 (stereo not drawn)	-4	77*
O=C1c2ccccc2C(=O)N1CNc1cccc(F)c1	10	3

More results follow:
SMILES	Pf apPOL block	mHTT-CaM PPI inh
CC(C)Cn1c(=O)c(N2CCN(C(=O)Nc3ccc(Cl)cc3)CC2)nc2ccncc21	-1	-4
COc1ccc(C(C)NC(=O)c2cc3c(s2)CN(C2CCCC2)C3)cc1 (stereo not drawn)	0	-4
Cn1c(SCC(=O)Nc2cccc([N+](=O)[O-])c2)nc2ccccc21	2	14
CCCc1cc(C2CCCN2C(=O)c2cc(-c3ccco3)on2)no1 (stereo not drawn)	-4	5
CC(NC1CSCC1O)=C1C(=O)CC2C1C2(C)C (stereo not drawn)	-10	nt
c1ccc(-c2nc(-c3cccnc3)[nH]c2-c2ccccc2)cc1	-3	nt
O=c1[nH]c2cc([N+](=O)[O-])ccc2nc1Cc1cc(Br)ccc1F	-3	15
COc1ccc(N2CCN(Cc3cc(Br)c(OC)cc3OC)CC2)cc1	-2	40
COc1cccc(-c2ccc3nc(N4CCC(C(=O)NC5CC5)CC4)sc3n2)c1	-4	37
Cc1ccc(-c2noc(-c3c(-c4c(F)cccc4Cl)noc3C)n2)cc1	3&-6	nt
COc1ccc(N2CCN(CC(O)c3ccc4c(c3)CCN4C(C)=O)CC2)cc1 (stereo not drawn)	-2	4
O=C(c1cccs1)N1CCC(n2c(C3CCCC3)nc3cccnc32)C1 (stereo not drawn)	-3	-1
O=C(O)C1CSCN1C(=O)OCC1c2ccccc2-c2ccccc21 (stereo not drawn)	-21	nt
O=C(O)c1ncc(C(F)(F)F)cc1Cl	-12	nt
O=C(CSc1ccccc1)NCCN1CCOCC1	-3	11
COc1ccc(NC(=O)N2CC3CCCN3c3ccccc32)c(OC)c1 (stereo not drawn)	0	90*
C#CCSc1nc(N)c2c3c(sc2n1)CCC3	-6	14
CC1=C(C(=O)Nc2ccc(C)cc2C)C2(CCCCC2)OC1=O	2	-11
Brc1cccc(C2C=C(c3cccs3)Nc3ncnn32)c1 (stereo not drawn)	65*	13
CC(C)S(=O)(=O)c1ccc(CC(=O)N2CCC(C(=O)NCC(F)(F)F)CC2)cc1	-4	-8
COc1cc2c(cc1OC)C(C(=O)NCc1ccc(C)cc1)C1c3ccccc3CCN1C2=O (stereo not drawn)	-2	42
COc1ccc(N2CCN(CC(O)COc3c(C)cccc3C)CC2)cc1 (stereo not drawn)	11	16
CCOc1ccc2c(=O)c(-c3ccccc3OC)c(C)oc2c1	-1	-4
Cn1c(N)c(C(N)=O)sc1=S	nt	4
O=C(Nc1ccccc1C(=O)NCCc1ccccc1)c1ccc(Cl)cc1Cl	-7	-30

Continued.
SMILES	Pf apPOL block	mHTT-CaM PPI inh
CCCc1cc(C2CCCN2C(=O)c2ccn(CC)n2)no1 (stereo not drawn)	1	-2
CCCC(=O)N1CCC(N2CCN(CC)C2=O)CC1	-6	-12
COc1cc(-c2nc(C=Nc3ccc(Cl)cc3C)c(O)o2)cc(OC)c1OC	9	23
CC1CC(=O)NN=C1c1ccc(N)c(N)c1 (stereo not drawn)	-30	16
CCSc1sc(C(C)(CC)c2cc(C(C)=O)c(SCC)s2)cc1C(C)=O	nt	7
O=C(NCCc1nc2ccccc2[nH]1)Nc1ccccc1	8	-1
CN(C)c1cc(OC2CCN(C(=O)c3ccccc3)C2)ncn1 (stereo not drawn)	0	-1
COc1cccc(-c2nc(C3CCN(C(=O)c4cccc(F)c4)CC3)no2)c1	6	-7
Nc1ccc(Sc2ccccc2[N+](=O)[O-])cc1	-15	31
NS(=O)(=O)c1ccc(N=Cc2ccc([N+](=O)[O-])cc2)cc1	0	4
CN(C)S(=O)(=O)N1CCC(CCCC2CCN(S(=O)(=O)N(C)C)CC2)CC1	-17	1
O=C(c1ccco1)N1CCc2ccc(NS(=O)(=O)c3ccc(Cl)s3)cc21	-4	9
O=C(NCc1ccccn1)c1nc2ccccn2c1-c1ccc(F)cc1	-7	3
CCC(C)Nc1ncnc2c1sc1nc3c(cc12)COC(C)(C)C3 (stereo not drawn)	8	18
CC1=CC(C)(C)N(C(=O)Cc2ccccc2)c2ccccc21	-5	15
CCCc1cc(C2CCCN2C(=O)NCCc2ccccc2)no1 (stereo not drawn)	-6	-4
COc1ccc(OC)c(N2CC(O)(c3ccc([N+](=O)[O-])cc3)[N+]3=C2CCCCC3)c1 (stereo not drawn)	-3	-2
Cc1ccc(C(=O)Nc2cc(C)c(O)cc2C)cc1	-2	-6
CC(C)(C)c1ccc(Cn2c(=N)n(CC(N)=O)c3ccccc32)cc1	-2	-4
CCc1ccccc1NC(=O)NCCNc1ccc(Nc2cccc(C)n2)nn1	-8	-14
Clc1ccc(OCc2noc(COc3ccc(Cl)cc3Cl)n2)c(Cl)c1	-4	nt
CC(CNC(=O)c1ccc2nc(N)sc2c1)NC(=O)c1ccc2nc(N)sc2c1 (stereo not drawn)	-4	27
CN1CCN(Cc2c(O)ccc3c2OC(=Cc2cccc(Br)c2)C3=O)CC1	-19	31
